Screening data: PubChem BioAssay, several laboratories
HCV core dimer = inhibitors of HCV core protein dimerization, primary screen, biochemical, TR-FRET, high-throughput. inhibition, % at 5 µM. 300,000 tested, 0.33% active. TR-FRET GST/Flag-core106 dimerization, 1536-well. AID 1899, 2009;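 active = inhibition above the mean of all tested compounds plus 3 SD, set per screening campaign, cut at about 45% in these data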
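Assay system: tagged HCV core106 pair (GST and Flag); medium: KF-containing HEPES buffer, pH 7.45, DTT, CHAPS, BSA; also added: Eu donor and XL665 acceptor anti-tag antibodies; dosing: 5 µM single dose; timing: compound-protein-antibody incubation 4 h at 22.5 °C; signal: TR-FRET 671 and 617 nm emission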
TPT1 inhibitor = Candida albicans TPT1 enzyme inhibitors, primary screen, biochemical, fluorescence polarization; inhibition, % at 5 µM; 300,000 tested, 0.81% active; recombinant caTPT1, FP RNA substrate dephosphorylation;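 active = inhibition above the mean of all tested compounds plus 3 SD, set per screening campaign, cut at about 24% in these data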;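 note: plate controls were DMSO alone for no effect and ferristatin control at 100 nM for full effect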
EBNA-1 inhibitor = EBNA-1 DNA-binding inhibitors, primary screen, biochemical, fluorescence polarization; inhibition, % at 14.8 µM; 300,000 tested, 0.34% active; in the data active = inhibition above about 28%
CTSL1 counter = Fasciola hepatica cathepsin L1 inhibitors, primary screen, counter-screen for PFM18AAP inhibitor project, biochemical, QFRET, fluorogenic peptide substrate; recombinant F. hepatica cathepsin L1, Z-Leu-Arg-MCA fluorescence; 300,000 tested, 0.49% active; inhibition, % at 5.96 µM;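 active = inhibition above the mean of all tested compounds plus 3 SD, set per screening campaign, cut at about 17% in these data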;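 note: 0% = plate median of test compound wells and 100% = 1 µM Z-Phe-Ala-diazomethylketone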
PP1 inh = PP1-alpha phosphatase inhibitors, primary screen, counter-screen for PP5 inhibitor project, biochemical, fluorescence, OMFP substrate, single point | Serine/threonine-protein phosphatase PP1-alpha catalytic subunit (Homo sapiens), P62136 | purified PP1alpha | inhibition, % at 6.7 µM | 320,000 tested, 0.9% active | AID 2235, 2010;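 active = inhibition above the mean inhibition of all tested compounds plus 3 SD, computed separately for each screening campaign, cut at about 15% in these data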
Target sequence (P62136 whole entry, looked up): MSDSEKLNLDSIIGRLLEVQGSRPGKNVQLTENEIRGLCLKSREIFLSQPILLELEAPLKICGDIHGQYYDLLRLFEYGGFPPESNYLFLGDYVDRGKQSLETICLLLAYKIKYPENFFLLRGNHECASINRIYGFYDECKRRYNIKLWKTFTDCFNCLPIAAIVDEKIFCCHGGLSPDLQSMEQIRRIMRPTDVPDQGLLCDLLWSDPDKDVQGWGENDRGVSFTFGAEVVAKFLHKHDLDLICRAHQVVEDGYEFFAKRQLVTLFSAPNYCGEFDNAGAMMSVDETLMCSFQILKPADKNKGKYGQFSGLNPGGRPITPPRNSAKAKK
PREPL inh = PREPL enzyme inhibitors, primary screen, biochemical, fluorescence polarization; Prolyl endopeptidase-like (Homo sapiens), Q4J6C6; AID 2751, 2010; 320,000 tested, 0.68% active; recombinant PREPL, fluorescence polarization activity-based probe; inhibition, % at 5.96 µM; in the data active = inhibition above about 43%;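 note: 0% = enzyme with DMSO and 100% = wells lacking enzyme; many of its hits are not listed in these tables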
PP5 inh = PP5 phosphatase inhibitors, primary screen, biochemical, fluorescence; Serine/threonine-protein phosphatase 5 (Homo sapiens), P53041; purified PP5c, OMFP substrate fluorescence; inhibition, % at 6.7 µM; 320,000 tested, 0.18% active; AID 1987, 2009;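 active = inhibition above the campaign's mean inhibition across all tested compounds plus 3 SD, cut at about 9.5% in these data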;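 note: 0% = DMSO only and 100% = 100 µM cantharidin control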
Target sequence (P53041 whole entry, looked up): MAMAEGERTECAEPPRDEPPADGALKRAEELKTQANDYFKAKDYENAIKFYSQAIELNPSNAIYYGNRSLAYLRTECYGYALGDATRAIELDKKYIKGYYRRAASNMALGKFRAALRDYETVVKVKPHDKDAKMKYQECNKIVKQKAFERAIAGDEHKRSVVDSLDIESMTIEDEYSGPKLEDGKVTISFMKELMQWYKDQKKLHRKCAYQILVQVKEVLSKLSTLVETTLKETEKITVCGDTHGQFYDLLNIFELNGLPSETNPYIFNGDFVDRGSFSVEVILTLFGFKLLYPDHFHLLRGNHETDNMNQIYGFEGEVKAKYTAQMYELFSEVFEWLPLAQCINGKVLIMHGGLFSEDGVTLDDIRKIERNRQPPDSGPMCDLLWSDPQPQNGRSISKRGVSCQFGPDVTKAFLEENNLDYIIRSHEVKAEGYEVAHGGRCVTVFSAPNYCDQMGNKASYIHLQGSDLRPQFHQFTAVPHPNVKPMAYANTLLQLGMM
ZTA DNA inh = counter-screen for EBNA-1 inhibitors: inhibitors of Epstein-Barr virus ZTA | inhibition, % at 11 µM | ZTA-DNA binding, fluorescence polarization | P03206 | 320,000 tested, 0.15% active; in the data active = inhibition above about 33%
Target sequence (P03206 whole entry, looked up): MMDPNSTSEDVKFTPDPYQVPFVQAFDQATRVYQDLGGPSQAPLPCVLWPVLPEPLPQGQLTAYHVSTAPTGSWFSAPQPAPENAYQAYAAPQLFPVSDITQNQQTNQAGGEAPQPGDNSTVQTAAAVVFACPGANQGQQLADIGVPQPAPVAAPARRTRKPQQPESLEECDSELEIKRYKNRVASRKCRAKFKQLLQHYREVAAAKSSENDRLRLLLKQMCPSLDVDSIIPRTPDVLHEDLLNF
Efflux pump mplx = inhibitors of Candida efflux pumps in yeast, primary screen, S. cerevisiae, Nile Red, multiplex. S. cerevisiae Candida pump triplex. AID 485275, 2010. inhibition, % at 10 µM. 330,000 tested, 0.44% active;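 active = plate passing quality check with inhibition over a set limit, or well fluorescence over plate mean plus 4 SD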;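 note: Nile Red retained in pooled yeast measured as flow cytometry median fluorescence; 0% = buffer negative control and 100% = Enniatin B positive control; higher means more Nile Red kept so more efflux inhibition; some compounds called inactive have numbers as strong as hits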
An asterisk follows results filed as active; / = not tested or not shown. This is a subset; rates above refer to the full screens.

SMILES | HCV core dimer | TPT1 inhibitor | EBNA-1 inhibitor | CTSL1 counter | PP1 inh | PREPL inh | PP5 inh | ZTA DNA inh | Efflux pump mplx
COc1ccc(COC(=O)C2=C(C)NC(=O)NC2c2cccc(Br)c2)cc1 (centres undefined) | 17 | -3 | 5 | 1 | -1 | -51 | 5.9 | -11 | -0.1
O=C(O)c1ccc(NS(=O)(=O)c2cc(Cl)ccc2Cl)cc1O | 4 | 2 | -10 | 1 | -3 | 5 | -0.5 | 9 | 0.0
CN(Cc1ccccc1)C(=O)CN1C(=O)NC(C)(c2ccc(C(C)(C)C)cc2)C1=O (centres undefined) | 4 | -3 | -9 | 0 | 3 | 3 | 1.1 | -8 | 0.2
Cc1ccc(C(C)C)c(OCC(=O)Nc2ccc3c(c2)nc(CCN2CCCCC2)n3C)c1 | -3 | -1 | -5 | -6 | 1 | -12 | 0.0 | 5 | 0.1
Cc1ccc(C(C(=O)NCc2ccc(F)cc2)N(Cc2ccco2)C(=O)c2snc(C(N)=O)c2N)o1 (centres undefined) | 0 | -4 | -2 | 1 | -1 | 4 | 3.8 | 7 | 0.2
COCCNC(=O)C(c1ccc(C)cc1)N(C(=O)CCC(=O)Nc1ccccn1)c1ccc(F)cc1 (centres undefined) | -20 | 0 | -7 | 6 | -2 | 11 | -0.3 | -10 | 0.3
CCCCOc1ccc(C(=O)N/C(=C\c2cccc([N+](=O)[O-])c2)C(=O)OCc2ccco2)cc1 | 13 | 0 | 13 | 3 | 7 | -8 | 2.0 | 7 | 0.0
Nc1ccn(Cc2ccccc2F)n1 | -1 | 4 | 1 | -1 | -4 | 0 | -0.1 | 7 | 0.1
COC(=O)[C@H](CCSC)NC(=O)Nc1cc(C)ccc1C | 2 | -5 | -3 | 1 | -3 | -3 | 0.6 | -3 | 0.1
NC(=O)c1ccsc1NC(=O)CSc1ccccc1F | -2 | 2 | -5 | 3 | -3 | -7 | -2.2 | 7 | -0.1
CCOc1ccc(C(=O)C(C)OC(=O)Cn2cnc3c2c(=O)n(C)c(=O)n3C)cc1 (centres undefined) | -4 | -2 | 4 | -2 | -4 | 4 | -2.2 | -1 | -0.1
CCN(CC)C(=O)CCc1nnc(CCc2c[nH]c3ccccc23)o1 | -2 | 0 | 7 | -2 | -1 | 12 | -1.1 | 2 | -0.3
CCOC(=O)C(NC(=O)CC)(Nc1ccc(S(=O)(=O)Nc2ncccn2)cc1)C(F)(F)F (centres undefined) | 4 | 1 | -7 | 1 | -4 | 27 | -1.5 | -1 | 0.2
CCCn1c2ccccc2c2nnc(SCC(=O)OCC)nc21 | 14 | 4 | -5 | 1 | 1 | 8 | 4.2 | -11 | 0.3
CCC(CC)c1nnc(NC(=O)CC(C)c2ccccc2)s1 (centres undefined) | -10 | 1 | -2 | 1 | 2 | 1 | 0.5 | -16 | -0.3
O=C(Nc1ccc(S(=O)(=O)N2CCc3ccccc3C2)cc1)C1CCCO1 (centres undefined) | -1 | 2 | -10 | -1 | -1 | 1 | 3.9 | -4 | 0.0
O=C(CS(=O)c1ccc(Br)cc1)N1CCOCC1 (centres undefined) | -4 | -1 | 9 | 0 | -2 | 4 | -1.7 | 10 | -0.1
CCN1C(Nc2ccccc2)=NC[C@@H]1CC(C)C | 6 | 0 | 12 | 1 | -3 | 7 | 3.5 | 12 | 0.0
COC(=O)c1ccc(C(=O)OC)c(NC(=O)COc2ccccc2OC)c1 | 0 | 0 | 3 | 0 | 0 | -9 | 3.0 | -7 | 0.0
Cc1cccc(NC(=O)N2CCN(Cc3ccc4c(c3)OCO4)CC2)c1C | 2 | 1 | 13 | -2 | -3 | -1 | 0.8 | 15 | 0.0
CC(C)(C)NC(=O)C(c1cccs1)N(C(=O)c1csnn1)c1cccc(F)c1 (centres undefined) | 5 | 1 | -13 | -6 | -3 | 10 | -0.2 | 0 | 0.0
C=CCN(C(=O)c1csnn1)C(C(=O)NC1CCCC1)c1c(F)cccc1Cl (centres undefined) | 2 | -1 | 2 | -2 | 1 | 12 | -0.5 | -14 | 0.0
CCN(CC)C(=O)NC1CC2CCCC(C1)N2Cc1ccccc1 (centres undefined) | 1 | -1 | 5 | -1 | -4 | -3 | 2.8 | 11 | 0.1
O=C(Cn1c(=O)[nH]c2ccccc2c1=O)Nc1ccc2c(c1)OCCO2 | -3 | -2 | 3 | 0 | -5 | -7 | 0.0 | 10 | -0.1
COC1CCN(C(=O)c2ccc(OC3CCN(CCc4ccccc4)CC3)cc2)CC1 | -2 | 0 | 1 | 1 | -4 | 14 | -1.7 | 8 | -0.3
(list continues)
SMILES | HCV core dimer | TPT1 inhibitor | EBNA-1 inhibitor | CTSL1 counter | PP1 inh | PREPL inh | PP5 inh | ZTA DNA inh | Efflux pump mplx
CCOCCOC(=O)c1cccc(NC(=O)OCC)c1 | -9 | 1 | 11 | -3 | 3 | -8 | 0.0 | 16 | 0.0
CC(Nc1nc(-c2ccccc2O)nc2ccccc12)c1ccccc1 (centres undefined) | 20 | -1 | 0 | 0 | 1 | -7 | 3.1 | 19 | 0.0
CCCCn1c(N)c(N(CCC(C)C)C(=O)c2c(C)noc2C)c(=O)[nH]c1=O | 0 | 1 | -3 | 5 | -4 | 2 | -1.4 | -7 | 0.3
CC(=O)CSc1nc(N)c(C#N)c(-c2cccs2)c1C#N | -10 | -5 | 2 | 0 | 5 | -9 | 2.3 | 17 | -0.1
O=C(c1ccc(Oc2ccccc2)cc1)C1CCCN(C(=O)c2cnccn2)C1 (centres undefined) | 1 | -1 | -11 | 8 | -4 | 24 | -0.3 | -7 | 0.2
CC1(C)CC(=O)C(C=Nc2cc(C(=O)c3ccccc3)ccc2N)=C(O)C1 | 1 | 27* | -4 | 4 | 5 | 18 | 2.1 | 5 | -0.3
CCC(C)NC(=O)CN(c1ccc(Cl)c(Cl)c1)S(C)(=O)=O (centres undefined) | 1 | -1 | -18 | -1 | 0 | -2 | 2.3 | 14 | 0.0
COc1ccc(OC2C(=O)N(c3cc(C)ccc3C)C2c2ccc(OC)c(OC)c2)cc1 (centres undefined) | 17 | -3 | 9 | 0 | 2 | 3 | 3.5 | 0 | -0.1
O=C(COC(=O)C1CCC(N2C(=O)C3C4CCC(C4)C3C2=O)CC1)c1ccc(F)cc1 (centres undefined) | 11 | -3 | 8 | -3 | -1 | 1 | 0.8 | 17 | 0.1
c1ccc(COc2ccc(OCCn3cncn3)cc2)cc1 | 2 | -3 | -7 | 2 | -8 | -7 | -0.1 | 6 | 0.3
CC(CCc1ccccc1)NC(=O)CN(C)Cc1ccccc1F (centres undefined) | 5 | 1 | -7 | -4 | 2 | -14 | -2.0 | 0 | 0.1
COc1ccc(-c2cc(C(F)(F)F)nc(NCc3cccnc3)n2)cc1 | 2 | 4 | -8 | 0 | 3 | -24 | 2.8 | -5 | -0.3
CC1=C(C(=O)OCc2ccccc2)C(c2ccc([N+](=O)[O-])cc2)NC(=O)N1C (centres undefined) | -7 | -3 | -7 | 2 | -2 | 3 | 4.9 | -5 | -0.1
COc1ccc(OC(=O)c2cccc(S(=O)(=O)N3CC(C)OC(C)C3)c2)cc1 (centres undefined) | / | / | / | / | -1 | 10 | -0.3 | 2 | 0.1
O=C(N1CCCCCC1)N1CCN(S(=O)(=O)N2CCOCC2)CC1 | -3 | -2 | -1 | 1 | -2 | 9 | -2.9 | 7 | -0.1
CCCn1c(=S)[nH]c2cc(C(=O)NCC3CCCO3)ccc2c1=O (centres undefined) | -4 | 1 | 8 | 5 | -2 | 16 | 0.1 | -6 | -0.2
Cc1ccc(NC(=O)c2cnc(SCC(=O)c3ccccc3)n(C)c2=O)cc1 | -3 | 1 | -2 | 1 | 2 | 7 | 3.2 | 7 | 0.0
CCCOC(=O)C[N+](C)(C)CCOC1CC2CCC1(C)C2(C)C (centres undefined) | -5 | 2 | 6 | -6 | -4 | 12 | -0.8 | -10 | 0.0
Cc1ccc(C(=O)Nc2nc(C)c(C)s2)o1 | -4 | -3 | 2 | -3 | 0 | 8 | -0.7 | 14 | -0.1
O=C(NN1C(=O)C2C3c4ccccc4C(c4ccccc43)C2C1=O)c1ccccc1 (centres undefined) | 8 | -1 | -7 | 0 | 1 | -1 | 2.1 | -10 | -0.1
CCCCCCn1c2c(c(=N)c3c1CCC3)CCC2 | -3 | -2 | -1 | 2 | -2 | 21 | -1.0 | -9 | 0.1
CCOc1cc(S(=O)(=O)N2CCCCCC2)ccc1F | 4 | -2 | 7 | 2 | 1 | 9 | -0.2 | 3 | 0.7
Cc1ccc(-c2nnn3c2nc(NC(C)C)c2ccccc23)cc1 | -5 | -1 | -8 | 0 | 2 | 10 | 1.6 | -1 | 0.1
CCCCSc1nnc(-c2ccccc2N)c(=O)[nH]1 | 4 | -1 | 3 | 1 | 1 | 7 | 1.5 | 5 | 0.0
CCCOc1ccc(N2C(=O)CC(N(CCCO)C(=O)CC)C2=O)cc1 (centres undefined) | -8 | -4 | 1 | 1 | -3 | 16 | -2.3 | -3 | -0.1
Additional results.
SMILES | HCV core dimer | TPT1 inhibitor | EBNA-1 inhibitor | CTSL1 counter | PP1 inh | PREPL inh | PP5 inh | ZTA DNA inh | Efflux pump mplx
O=C(Nc1ccc(F)cc1F)c1csc(-c2cccs2)n1 | 7 | -1 | 1 | -1 | -2 | -17 | 3.5 | 0 | 0.0
CC1Oc2cc3oc4c(O)c(O)ccc4c(=O)c3c(O)c2C1(C)C (centres undefined) | -4 | -3 | -2 | 1 | -2 | 19 | 6.2 | 7 | 0.0
CC1(C)Cc2ccccc2C(N/N=C/c2cccc(F)c2)=N1 | -14 | -8 | 3 | 3 | 3 | -4 | 0.3 | -2 | -0.1
Cc1cc(C)n(C(=O)CCCC(=O)n2nc(C)cc2C)n1 | -5 | 0 | -4 | -4 | -2 | 0 | 0.4 | -7 | 0.0
COc1cccc(CNC(=O)CCCc2nnc3n(C)c(=O)c4sccc4n23)c1 | 6 | -1 | -2 | 0 | 6 | -1 | 0.1 | -3 | 0.2
C=CCNC(=O)c1c(C(F)(F)F)nn(C)c1Cl | 2 | 2 | 4 | -4 | -8 | -2 | 0.2 | -1 | 0.0
CCc1c(C)n([O-])c2c([n+]1=O)CCC2 | -1 | -3 | -8 | 1 | 1 | 2 | 0.9 | -9 | 0.1

Shown with two lines to a compound: six of the compounds above.
The line under a structure holds: HCV core dimer | TPT1 inhibitor | EBNA-1 inhibitor | CTSL1 counter | PP1 inh | PREPL inh | PP5 inh | ZTA DNA inh | Efflux pump mplx
CC1(C)Cc2ccccc2C(N/N=C/c2cccc(F)c2)=N1
 : -14 | -8 | 3 | 3 | 3 | -4 | 0.3 | -2 | -0.1
CC1Oc2cc3oc4c(O)c(O)ccc4c(=O)c3c(O)c2C1(C)C (centres undefined)
 : -4 | -3 | -2 | 1 | -2 | 19 | 6.2 | 7 | 0.0
COc1cccc(CNC(=O)CCCc2nnc3n(C)c(=O)c4sccc4n23)c1
 : 6 | -1 | -2 | 0 | 6 | -1 | 0.1 | -3 | 0.2
O=C(Nc1ccc(F)cc1F)c1csc(-c2cccs2)n1
 : 7 | -1 | 1 | -1 | -2 | -17 | 3.5 | 0 | 0.0
CCc1c(C)n([O-])c2c([n+]1=O)CCC2
 : -1 | -3 | -8 | 1 | 1 | 2 | 0.9 | -9 | 0.1
Cc1cc(C)n(C(=O)CCCC(=O)n2nc(C)cc2C)n1
 : -5 | 0 | -4 | -4 | -2 | 0 | 0.4 | -7 | 0.0
